MBD2 inh – blocks human MBD2 binding to methylated DNA | Q9UBB5 | TR-FRET, MBD2 binding to methylated oligonucleotide | inhibition, % at 4.4 µM | 370,000 tested, 0.31% active; in the data active = inhibition above about 13%
ADAM17 inh – inhibitors of human ADAM17 | 370,000 tested, 0.83% active | inhibition, % at 6.95 µM | recombinant ADAM17, EDANS/DABCYL FRET peptide cleavage | P78536;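 active = inhibition above the mean of compounds lying between control limits plus 3 SD, set per campaign, cut at about 8.5% in these data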;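 also: 0% = DMSO-only wells as the low control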
ASAP1 inh – ASAP1 ArfGAP inhibition; ASAP1-stimulated ARF1 GTP hydrolysis, GDP FP detection; inhibition, % at 16.5 µM; 360,000 tested, 0.19% active; AID 624377; in the data active = inhibition above about 25%;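 also: 0% = vehicle with enzyme and substrate and 100% = no enzyme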
ARFGAP1 inh – inhibitors of rat ARFGAP1. Q62848. Arfgap1-stimulated ARF1 GTP hydrolysis, GDP FP detection. inhibition, % at 16.5 µM. 360,000 tested, 0.26% active;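 active = inhibition above a per-plate limit, mean inhibition of low control wells plus 3 SD, cut at about 25% in these data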;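 also: 0% = DMSO wells with enzyme and 100% = wells lacking Arfgap1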
Target sequence (Q62848 1-136 limits assumed): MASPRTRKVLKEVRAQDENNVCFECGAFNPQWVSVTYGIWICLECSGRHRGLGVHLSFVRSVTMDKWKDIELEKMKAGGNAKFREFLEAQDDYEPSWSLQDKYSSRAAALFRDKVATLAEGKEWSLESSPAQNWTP
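Material: truncated rat Arfgap1 GAP domain; Incubation: compound-enzyme preincubation 20 min, reaction 120 min, detection 60 min, 25 °C; Read-out: percent inhibition of Arfgap1-stimulated GTP hydrolysis; Technique: FP, GDP Alexa 633 tracer displaced from anti-GDP antibody, 620/688 nm; Controls: No-Arfgap1 wells (100%) versus DMSO full-reaction wells (0%); Replication: single well per compound.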
PLC-gamma1 inh – blocks human PLC-gamma1 enzyme activity; inhibition, % at 12.2 µM; purified PLC-gamma1, fluorogenic substrate, fluorescence; 370,000 tested, 0.84% active; AID 720700; in the data active = inhibition above about 9.5%
KLK7 zymogen act – activators of human kallikrein-7 zymogen; purified proKLK7, EDANS-DABCYL substrate fluorescence; 100% is mature enzyme control, 0% vehicle; P49862; 370,000 tested, 0.9% active; activation, % at 7 µM;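 active = activation above the mean of all tested compounds plus 3 SD, computed per campaign excluding outliers beyond control limits, cut at about 13% in these data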
Target sequence (P49862 whole entry, looked up): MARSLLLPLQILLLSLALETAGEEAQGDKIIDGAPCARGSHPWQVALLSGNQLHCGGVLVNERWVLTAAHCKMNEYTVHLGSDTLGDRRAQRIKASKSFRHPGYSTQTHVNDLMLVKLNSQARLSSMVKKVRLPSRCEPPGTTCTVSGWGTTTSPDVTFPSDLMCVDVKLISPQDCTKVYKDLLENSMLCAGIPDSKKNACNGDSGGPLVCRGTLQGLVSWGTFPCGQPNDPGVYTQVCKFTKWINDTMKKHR
UHRF1 MBD2 ctr – blocks human UHRF1 binding to methylated DNA | AID 687016 | 370,000 tested, 0.75% active | inhibition, % at 4.4 µM | UHRF1 binding to methylated oligo, TR-FRET; in the data active = inhibition above about 21%;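 also: UHRF1 SRA domain binding a hemimethylated CpG hairpin DNA probe; 0% = median of test compound wells and 100% = reference inhibitor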
DDE Tn6 FP inh – DD(E)-Tn6 binding inhibition, primary FP screen. P02675. Fibrin DD(E) TRITC-Tn6 fluorescence polarization displacement. inhibition, % at 8.3 µM. 370,000 tested, 0.21% active;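 active = inhibition above a per-campaign cutoff: mean of compounds within control limits plus 3 SD, cut at about 15% in these data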;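 also: 0% = median of all compound wells on the plate and 100% = blocking peptide control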
Target sequence (P02675 whole entry, looked up): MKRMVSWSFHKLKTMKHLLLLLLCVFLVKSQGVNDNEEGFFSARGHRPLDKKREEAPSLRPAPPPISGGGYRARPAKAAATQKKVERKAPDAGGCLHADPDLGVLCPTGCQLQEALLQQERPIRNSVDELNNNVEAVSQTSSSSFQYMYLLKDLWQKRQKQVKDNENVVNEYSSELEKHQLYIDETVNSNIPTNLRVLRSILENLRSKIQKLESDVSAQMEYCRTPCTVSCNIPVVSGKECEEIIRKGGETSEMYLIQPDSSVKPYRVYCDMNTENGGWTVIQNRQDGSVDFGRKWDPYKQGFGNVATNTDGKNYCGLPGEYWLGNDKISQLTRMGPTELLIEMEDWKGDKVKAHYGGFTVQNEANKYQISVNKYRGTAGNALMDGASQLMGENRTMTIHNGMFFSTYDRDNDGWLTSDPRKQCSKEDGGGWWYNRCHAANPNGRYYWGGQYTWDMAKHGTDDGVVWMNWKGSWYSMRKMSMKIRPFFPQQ
PLC-beta3 inh – inhibitors of human phospholipase C beta3; AID 720704; inhibition, % at 12.2 µM; Q01970; 370,000 tested, 0.18% active; Purified PLC-beta3, fluorogenic substrate, fluorescence; in the data active = inhibition above about 11%;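 also: 0% = median of compound wells on plate and 100% = full blocker control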
Tn7 DDE FP – inhibitors of Tn7 peptide binding to human fibrin DD(E) | inhibition, % at 8.3 µM | FP displacement of FITC-Tn7 peptide from fibrin DD(E); 0% = median of compound wells per plate | P02675 | AID 720508 | 370,000 tested, 0.13% active;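 active = inhibition above the mean of compounds falling within the control limits plus 3 SD of them, cut at about 14% in these data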;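 also: 0% = plate median of compound wells and 100% = 10 µM Aha-Tn7 peptide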
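Measure: % inhibition scaled between sample-field median and high-control FP; Test system: human fibrin DD(E); Quantity: 2 µM final DD(E) protein; Doses: one dose, 8.3 µM nominal; Schedule: compound with protein 10 min, then 3 h after probe, room temperature; Detection: fluorescence polarization; Medium: Tris buffer with calcium and detergent, pH 7.8.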
Starred values were filed as active, the others as inactive; i = inactive; / = no result given. This is a random part of the collection; 4.1% or so of the library scored in one or more.

1: CCN1CCCC1CNC(=O)C(=O)NC(C)c1ccccc1 (stereo unspecified)
2: CC(=O)Nc1ccc(OCC(O)Cn2c(CO)nc3ccccc32)cc1 (stereo unspecified)
3: O=C(c1ccco1)N1N=C(c2ccc3nccnc3c2)CC1c1ccccc1 (stereo unspecified)
4: Cc1cc(-n2c(=S)sc3c(=O)n(-c4ccc(F)cc4)c(SCC(=O)O)nc32)ccc1Cl
5: Cc1nc2cc(NC(=O)Nc3cccc([N+](=O)[O-])c3)ccc2n1C
6: COc1ccc(/C=N/NC(=O)CNc2n[nH]c(=O)[nH]c2=O)cc1OC
7: CCOC(=O)N1CCN(C(=O)CNC(=O)c2ccc(Cl)cc2)CC1
8: CC(=O)Nc1cccc(-c2csc(Nc3cc(C)ccn3)n2)c1
Screen / compound no.,1,2,3,4,5,6,7,8
MBD2 inh,-2,-1,5,0,-3,-3,6,4
ADAM17 inh,-5,4,3,2,-1,3,-1,-3
ASAP1 inh,2,-7,2,2,11,-11,8,5
ARFGAP1 inh,0,7,0,12,2,0,6,15
PLC-gamma1 inh,-1,0,0,2,2,2,4,-9
KLK7 zymogen act,0.3,-0.2,0.1,0.3,-0.1,-0.4,-0.5,0.7
UHRF1 MBD2 ctr,-2,5,-6,-1,-2,-2,6,0
DDE Tn6 FP inh,0,0,-3,2,3,12,-7,-8
PLC-beta3 inh,-2,4,-1,-3,-2,5,-6,-9
Tn7 DDE FP,-2,-8,4,1,-6,-1,-1,-3

9: CC(C)[C@H](NC(=O)[C@H](Cc1ccccc1)n1c(=O)[nH]c2ccccc2c1=O)C(=O)N[C@@H](Cc1ccccc1)C(=O)O
10: CC1CC(C)CN(C(=O)C(NS(=O)(=O)c2ccc3c(c2)oc(=O)n3C)C(C)C)C1 (stereo unspecified)
11: O=C(NNc1ccccc1F)C1CCC1
12: O=C(O)COc1c(Cl)cc(/C=C2\NC(=O)NC2=O)cc1Br
13: Cc1ccc(NC(=O)CSc2ncccn2)cc1F
14: O=C(Cc1ccccc1)N/N=C/c1ccc([N+](=O)[O-])s1
15: CCOC(=O)c1c(NC(=O)CN2C(=O)NC3(CCCCCC3)C2=O)sc(C)c1-c1ccc(C)cc1
16: CC(=O)CCc1c(C)nc2ccc(C(=O)O)cc2c1Cl
Screen / compound no.,9,10,11,12,13,14,15,16
MBD2 inh,1,0,3,5,-2,-4,-4,-2
ADAM17 inh,-2,-1,-2,-2,-2,-1,-1,-11
ASAP1 inh,-7,-3,-11,6,-8,0,-8,-5
ARFGAP1 inh,-3,6,-1,3,-1,17,6,0
PLC-gamma1 inh,5,-2,1,2,3,-5,3,-8
KLK7 zymogen act,-0.2,-0.9,0.1,-0.3,0.1,-0.1,0.7,0.5
UHRF1 MBD2 ctr,1,1,-5,16,4,1,0,2
DDE Tn6 FP inh,-4,0,-1,2,4,8,-2,-6
PLC-beta3 inh,5,-1,-5,5,-4,-9,0,-7
Tn7 DDE FP,0,-4,1,-8,-7,3,-2,-7

An excerpt from above in order of length of the SMILES, rising:
16: CC(=O)CCc1c(C)nc2ccc(C(=O)O)cc2c1Cl
12: O=C(O)COc1c(Cl)cc(/C=C2\NC(=O)NC2=O)cc1Br
15: CCOC(=O)c1c(NC(=O)CN2C(=O)NC3(CCCCCC3)C2=O)sc(C)c1-c1ccc(C)cc1
9: CC(C)[C@H](NC(=O)[C@H](Cc1ccccc1)n1c(=O)[nH]c2ccccc2c1=O)C(=O)N[C@@H](Cc1ccccc1)C(=O)O
Screen / compound no.,16,12,15,9
MBD2 inh,-2,5,-4,1
ADAM17 inh,-11,-2,-1,-2
ASAP1 inh,-5,6,-8,-7
ARFGAP1 inh,0,3,6,-3
PLC-gamma1 inh,-8,2,3,5
KLK7 zymogen act,0.5,-0.3,0.7,-0.2
UHRF1 MBD2 ctr,2,16,0,1
DDE Tn6 FP inh,-6,2,-2,-4
PLC-beta3 inh,-7,5,0,5
Tn7 DDE FP,-7,-8,-2,0

Later entries.
17: Cn1ncc(Br)c1C(=O)NC1CCCCCCC1
18: Cc1csc(NC(=O)c2cc(=O)[nH]c3ccc(S(=O)(=O)N4CCOCC4)cc23)n1
19: CC1(C)C(C(N)=O)C(=O)NC(=O)C1C(N)=O (stereo unspecified)
20: Cc1ccc(-c2nc(CN(C)C3CCOC3)c(C)o2)s1 (stereo unspecified)
21: COCc1c(C(=O)N(C)Cc2ccccc2N2CCCC2)oc2ccccc12
22: COc1cc(OC)c(-c2nc3ccccc3s2)cc1OC
23: CCOc1ccc2oc(C(=O)Nc3ccc(C)cn3)c(C)c2c1
24: O=C(Cc1cccs1)Nc1ccc(-c2nc3ccccc3[nH]2)cc1
Screen / compound no.,17,18,19,20,21,22,23,24
MBD2 inh,5,1,0,-1,-2,-7,5,5
ADAM17 inh,-2,-128,0,-3,0,i,-8,-48
ASAP1 inh,4,4,2,-6,3,0,-1,3
ARFGAP1 inh,8,3,-5,-6,6,-3,-5,14
PLC-gamma1 inh,3,-100,1,0,-2,-386,-3,0
KLK7 zymogen act,0.0,2.2,0.1,-0.1,1.0,-46,-0.8,8.4
UHRF1 MBD2 ctr,2,11,-1,9,-1,-6,0,8
DDE Tn6 FP inh,-1,6,3,8,9,-6,-7,-6
PLC-beta3 inh,-9,-141,1,0,-9,-487,-7,1
Tn7 DDE FP,3,3,4,-1,-7,4,-5,6

Screen by screen, as entered above.
DDE Tn6 FP inh, entries 17–24, in order: -1, 6, 3, 8, 9, -6, -7, -6
MBD2 inh, entries 17–24, in order: 5, 1, 0, -1, -2, -7, 5, 5
UHRF1 MBD2 ctr, entries 17–24, in order: 2, 11, -1, 9, -1, -6, 0, 8

(listing goes on)
25: Fc1cccc(Nc2nc3ccccc3n3cnnc23)c1
26: COCCn1c(=N)c(C(=O)NCc2ccco2)cc2c(=O)n3cc(C)ccc3nc21
27: O=C(CCc1nnc2n(Cc3ccccc3Cl)c(=O)c3ccccc3n12)NCCCN1CCOCC1
28: CCn1cc(Cl)c(C(=O)Nc2nc3ccccc3n2CCN2CCCCC2)n1
29: CN(/N=C/C=C/c1ccccc1)C1=NS(=O)(=O)c2ccccc21
30: COc1ccccc1NC(=O)Cc1c(F)cccc1Cl
31: CC(n1cnnn1)C12CC3CC(CC(C3)C1)C2 (stereo unspecified)
32: COc1ccc(CNC(=O)CSc2nnnn2Cc2ccccc2)cc1
Screen / compound no.,25,26,27,28,29,30,31,32
MBD2 inh,2,-2,3,5,1,1,-5,-2
ADAM17 inh,-1,i,-1,-1,3,-3,-3,1
ASAP1 inh,16,14,-3,7,-6,8,-4,-20
ARFGAP1 inh,-1,8,-7,0,2,0,5,-8
PLC-gamma1 inh,-38,-488,1,-5,-4,-1,-1,6
KLK7 zymogen act,1.0,9.3,0.0,0.0,-0.8,0.9,-0.6,0.7
UHRF1 MBD2 ctr,-2,-3,2,1,1,1,2,-2
DDE Tn6 FP inh,8,-4,4,0,2,3,-3,3
PLC-beta3 inh,-52,i,-11,-5,-6,0,1,0
Tn7 DDE FP,2,4,0,1,1,4,0,-5

33: NC(=S)NN=Cc1nccc2ccccc12
34: Cc1ccc2c(C(=O)CN3CCCCC3)c(C)[nH]c2c1
35: O=C([C@@H]1CCCN1C(=O)c1cccs1)N1CCN(S(=O)(=O)c2cccc(F)c2)CC1
36: CCOC(=O)c1cnc2c(-c3ccccc3OC)c(C)nn2c1C
37: COc1ccc(NC(=O)C(C2CC2)n2c(=O)c(-c3cc4ccccc4[nH]3)nc3ccccc32)cc1 (stereo unspecified)
38: CN(C)C(=O)Cn1c(SCC(=O)NCc2ccc3c(c2)OCO3)nc2ccccc21
39: Nc1ccccc1SCc1c(Cl)cccc1Cl
40: Cc1ccc(S(=O)(=O)N2Cc3ccccc3CC2C(=O)Nc2ccc3c(c2)OCO3)cc1 (stereo unspecified)
Screen / compound no.,33,34,35,36,37,38,39,40
MBD2 inh,-8,0,0,1,3,1,4,3
ADAM17 inh,-14,-3,1,-2,-117,0,-5,-7
ASAP1 inh,-6,0,-2,0,7,4,20,8
ARFGAP1 inh,0,5,11,0,23,-3,9,-6
PLC-gamma1 inh,-2,-3,-2,-1,i,4,-4,0
KLK7 zymogen act,-0.6,-0.8,-0.1,0.5,-81,-0.4,0.1,0.3
UHRF1 MBD2 ctr,-18,3,3,-1,-1,-3,2,-1
DDE Tn6 FP inh,2,-1,1,-3,-9,0,-1,-2
PLC-beta3 inh,-17,-19,-5,-2,i,5,-3,0
Tn7 DDE FP,-11,0,-6,2,5,-7,0,6

41: COC(=O)c1ccc(C(=O)OC)c(NC(=S)N2CCN(c3cccc(Cl)c3)CC2)c1
42: COc1ccc(S(N)(=O)=O)cc1C(=O)OCC(=O)N1c2ccccc2NC(=O)C1(C)C
43: CCCC1=NN(C(=O)CCc2ccccc2O)C(O)(C(F)(F)F)C1 (stereo unspecified)
44: NC(=O)NC(Cc1ccccc1)C(=O)NNC(=O)COc1ccccc1Cl (stereo unspecified)
45: COc1cc(OC)cc(C(=O)N[C@H](C(=O)NCCc2c[nH]c3ccccc23)C(C)C)c1
46: C#CCNC(=O)C[C@H]1C[C@@]2(C(=O)OC)C(=C[C@H](C3CCCC3)O[C@@H]2C)N(Cc2ccco2)C1=O
47: Cc1ccc(N2C(=O)CC(N3CCN(C4CCc5ccccc5C4)CC3)C2=O)cc1 (stereo unspecified)
48: Cc1ccc(C2CN(c3ccccc3)CC2C(=O)c2ccc(F)cc2)cc1 (stereo unspecified)
Screen / compound no.,41,42,43,44,45,46,47,48
MBD2 inh,-5,9,-3,4,1,-2,1,8
ADAM17 inh,-152,-1,-3,-6,-6,-5,2,-3
ASAP1 inh,-2,-5,2,-9,-5,/,-13,5
ARFGAP1 inh,7,6,-10,-7,-9,/,-5,-6
PLC-gamma1 inh,-144,-4,0,1,0,2,5,-8
KLK7 zymogen act,2.7,-0.2,-0.8,-0.2,-0.1,0.8,0.2,0.0
UHRF1 MBD2 ctr,-2,14,1,0,1,-2,0,5
DDE Tn6 FP inh,6,0,2,13,6,-1,3,-4
PLC-beta3 inh,-169,1,-1,1,-6,1,6,-12
Tn7 DDE FP,-2,-2,0,-2,10,1,2,4

49: Cn1c(SCC(=O)Nc2ccccc2)nnc1-c1ccc(NC(=O)CCc2ccccc2)cc1
50: CCC(=O)NC1CC2CCCC(C1)N2Cc1ccc(C)cc1 (stereo unspecified)
51: CCCCn1c(N)c(N(Cc2ccccc2OC)C(=O)c2cc(CC)c(C)s2)c(=O)[nH]c1=O
52: C=CCCC(=O)N1C[C@H]2CON(C)[C@H]2C[C@H]1c1ccccc1Br
53: COC(=O)c1nn(Cc2ccccc2)c(=O)c2ccccc12
Screen / compound no.,49,50,51,52,53
MBD2 inh,-5,-3,1,2,-1
ADAM17 inh,-3,-2,-3,-4,-2
ASAP1 inh,-9,0,-11,-2,-6
ARFGAP1 inh,5,13,5,-4,-1
PLC-gamma1 inh,-2,-2,-6,-1,0
KLK7 zymogen act,0.0,0.1,-0.4,-1.1,-0.2
UHRF1 MBD2 ctr,0,-1,1,1,0
DDE Tn6 FP inh,9,3,4,1,0
PLC-beta3 inh,0,-2,-9,-2,-3
Tn7 DDE FP,5,4,0,-2,2
